AmpC inh no detg = qHTS Inhibitors of AmpC Beta-Lactamase (assay without detergent). P00811. AmpC nitrocefin hydrolysis, absorbance 480 nm, 0.0001% Triton. Potency, µM (highest dose often 57.1 µM), inactives show at the highest dose activity change, negative = inhibition, hits mostly inhibitors. hit rate 0.52% among 330,000. AID 485341, 2010;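 also: potency is read from the fitted curve at half-maximal effect; plate controls were no compound for no effect and no enzyme for full effect; nearly all actives have a fitted effect of over 20% in size; some results filed as inactive show a strong effect at the top dose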
Target sequence (P00811 whole entry, looked up): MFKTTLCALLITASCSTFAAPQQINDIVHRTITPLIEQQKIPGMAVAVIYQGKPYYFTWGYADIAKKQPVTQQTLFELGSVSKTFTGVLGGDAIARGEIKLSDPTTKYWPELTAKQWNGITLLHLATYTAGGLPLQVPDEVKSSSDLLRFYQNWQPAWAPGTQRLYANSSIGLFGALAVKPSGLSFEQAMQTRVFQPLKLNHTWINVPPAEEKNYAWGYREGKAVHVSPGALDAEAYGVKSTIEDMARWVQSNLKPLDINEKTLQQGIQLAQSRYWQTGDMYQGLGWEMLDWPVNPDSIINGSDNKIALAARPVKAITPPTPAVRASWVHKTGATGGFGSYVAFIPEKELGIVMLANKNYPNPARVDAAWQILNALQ
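20 mM phosphate pH 7.0 + 0.01% (detergent screen) or 0.0001% Triton X-100; 5.3 nM AmpC reagent; cpd preinc 15 min RT; nitrocefin (800 uM stock) to start; A480 q20 s × 4 min; Activity was normalised to no-enzyme and no-compound control wells.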
HCMV antiviral = qHTS Assay for inhibitors of the human cytomegalovirus (HCMV). activity change, negative = inhibition, % at 57.5 µM. hit rate 4.5% among 410,000. HFF cells, HCMV-luciferase reporter, 72 h; active compounds read low; in the data active = activity change below about -60%; inconclusive = no clear call, values can overlap the other calls; inactive = above about -39%
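HFF cells seeded 16 h at 37C, treated with compounds, infected with luciferase-reporter HCMV at MOI 1 PFU/cell; luciferase read at 72 h post infection, normalized to buffer-only and Salinomycin controls.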
AmpC detergent = qHTS Inhibitors of AmpC Beta-Lactamase (assay with detergent) | AmpC hydrolysis of nitrocefin, absorbance 480 nm, 0.01% Triton | hit rate 0.041% among 370,000 | Potency, µM (highest dose often 114 µM), for the others: top-dose activity change, negative = inhibition, usual class: inhibitors | P00811;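 also: potency is read from the fitted curve at half-maximal effect; 0% = no-compound wells and -100% = no-enzyme wells; nearly all actives have a fitted effect of over 25% in size; some results filed as inactive show a strong effect at the top dose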
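AmpC (5.3 nM in the dispensed reagent) in 20 mM phosphate pH 7.0 with 0.01% (detergent screen) or 0.0001% Triton X-100 was preincubated with compounds for 15 min at room temperature. Nitrocefin was then added from an 800 uM solution, and hydrolysis was followed at 480 nm.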
HCV inhibitor = qHTS Assay for Inhibitors of Hepatitis C Virus (HCV); Huh7.5.1 HCVcc-Cre infection, luciferase reporter, 44 h; Potency, µM (titrated, usually from 41.8 µM), for the others: at the top dose activity change, negative = inhibition, most hits filed as inhibitors; hit rate 3.4% among 340,000; AID 651820, 2012; also: potency is read from the fitted curve at half-maximal effect
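Infectious HCVcc-Cre (~0.5 moi) was added to cells just after compound, with cells seeded 4 h earlier at 1,000 per well. Luciferase activity after 44 h culture reported infection; substrate was incubated 15 min at room temperature before reading.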
AMA1 RON2 block = qHTS for Inhibitors of AMA1-RON; Towards Development of Antimalarial Drug Lead: Primary Screen; hit rate 0.2% among 360,000; Plasmodium falciparum AMA1 (3D7) - RON2 peptide interaction; AID 720542, 2013; AlphaScreen AMA1-biotinylated RON2 peptide binding; Potency, µM (doses to about 58.2 µM), for the others: at the highest dose activity change, negative = inhibition, actives largely listed as inhibitors;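 also: potency is read from the fitted curve at half-maximal effect; 0% = vehicle wells and -100% = peptide control; nearly all actives have a fitted effect of over 45% in size; some results filed as inactive show a strong effect at the top dose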
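AMA1 (3D7) with his tag at 25 nM final met compounds first, then biotinylated RON2 peptide at 25 nM; detection used donor plus acceptor beads, 10 µg/mL apiece, read by AlphaScreen after 30 min at room temperature.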
LmPK inh = qHTS Assay for Inhibitors of Leishmania Mexicana Pyruvate Kinase (LmPK). Q27686. purified LmPK, Kinase-Glo ATP luminescence, 1 h. Potency, µM (series often up to 57.5 µM), without a hit: top-dose activity change, negative = inhibition, usual class: inhibitors. hit rate 0.37% among 290,000; also: potency is read from the fitted curve at half-maximal effect
Target sequence (Q27686 whole entry, looked up): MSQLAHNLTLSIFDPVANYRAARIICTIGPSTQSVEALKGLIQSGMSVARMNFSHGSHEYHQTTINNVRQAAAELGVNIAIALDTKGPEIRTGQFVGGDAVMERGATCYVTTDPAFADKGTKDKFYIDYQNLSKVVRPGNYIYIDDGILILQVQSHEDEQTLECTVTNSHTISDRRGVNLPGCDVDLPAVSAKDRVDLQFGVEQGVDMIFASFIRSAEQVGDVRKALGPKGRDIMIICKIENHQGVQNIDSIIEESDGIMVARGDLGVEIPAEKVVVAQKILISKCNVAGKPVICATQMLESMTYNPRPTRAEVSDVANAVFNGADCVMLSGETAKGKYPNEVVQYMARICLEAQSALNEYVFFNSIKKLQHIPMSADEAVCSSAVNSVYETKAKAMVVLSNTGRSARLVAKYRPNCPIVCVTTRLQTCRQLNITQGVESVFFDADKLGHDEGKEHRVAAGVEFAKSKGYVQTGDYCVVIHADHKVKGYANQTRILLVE
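Screened at intermediate enzyme activity to detect both inhibitors and activators: LmPK at 0.1 nM, with a 0.5 nM enzyme column as activation reference. PEP 0.5 mM, ADP 0.1 mM; ATP detected by luminescence after 1 h.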
Tb PYK inh = qHTS of Trypanosoma Brucei Inhibitors; hit rate 0.12% among 410,000; AID 624173, 2012; pyruvate kinase (Trypanosoma brucei), Q57TT1; TbPYK enzyme, Kinase-Glo Plus ATP luminescence, 45 min; Potency, µM (titrated, usually from 76.8 µM), without a hit: at the highest dose activity, negative = inhibition, hits mostly inhibitors; also: potency is read from the fitted curve at half-maximal effect; nearly all actives have a fitted effect of over 50% in size
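Glycolytic pyruvate kinase of T. brucei was incubated with substrate, test compound and 130 uM ADP for 45 minutes at room temperature. Luminescent Kinase-Glo Plus signal was measured after 10 minutes.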
Starred values were filed as active, the others as inactive; ? = inconclusive; / = not tested or not shown; [ ] = another dose, or the depositor's remark. Unless noted, calls follow the shape of the dose curve; as a rule, active = well fitted curve in the direction sought with a large enough effect; inconclusive = small, poorly fitted or top-dose-only effect, or another doubt; inactive = no such curve, though single readings can be large; an effect the other way counts as inactive or inconclusive. Unless noted, % is scaled to controls: 0 for no effect and ±100 for the full control effect.

A first look, 6 compounds:
Every second line gives: AmpC inh no detg	HCMV antiviral	AmpC detergent	HCV inhibitor	AMA1 RON2 block	LmPK inh	Tb PYK inh
CCOC(=O)c1cnn(-c2cccc(Cl)c2)c1C1CCN(C(=O)OC(C)(C)C)CC1
  /	1	7%	/	/	/	3%
O=c1nc(/C=C/c2ccc(Cl)cc2Cl)cc(C(F)(F)F)[nH]1
  -18%	?	2%	5%	30%	0%	-5%
COc1ccccc1C(C[N+](=O)[O-])c1c(N)n(C)c(=O)n(C)c1=O (stereo not drawn)
  17%	-97*	4%	11µM*	0%	-2%	2%
CCCn1cnc2c(=O)oc3ccccc3c21
  -34%	23	?	0%	5%	0%	4%
Cc1ccc(C(C(=O)NC2CCCCC2)N(Cc2ccco2)C(=O)Cn2cnc3ccccc32)cc1 (stereo not drawn)
  81%[activator]	-19	3%	-5%	-15%	0%	-3%
Cc1ccc(N(C)S(=O)(=O)c2cccc(C(=O)OCC(=O)N(C)Cc3ccccc3)c2)cc1
  /	45	/	/	-4%	/	-6%

The whole of this part, repeating the preview:
Every second line gives: AmpC inh no detg	HCMV antiviral	AmpC detergent	HCV inhibitor	AMA1 RON2 block	LmPK inh	Tb PYK inh
CCOC(=O)c1cnn(-c2cccc(Cl)c2)c1C1CCN(C(=O)OC(C)(C)C)CC1
  /	1	7%	/	/	/	3%
O=c1nc(/C=C/c2ccc(Cl)cc2Cl)cc(C(F)(F)F)[nH]1
  -18%	?	2%	5%	30%	0%	-5%
COc1ccccc1C(C[N+](=O)[O-])c1c(N)n(C)c(=O)n(C)c1=O (stereo not drawn)
  17%	-97*	4%	11µM*	0%	-2%	2%
CCCn1cnc2c(=O)oc3ccccc3c21
  -34%	23	?	0%	5%	0%	4%
Cc1ccc(C(C(=O)NC2CCCCC2)N(Cc2ccco2)C(=O)Cn2cnc3ccccc32)cc1 (stereo not drawn)
  81%[activator]	-19	3%	-5%	-15%	0%	-3%
Cc1ccc(N(C)S(=O)(=O)c2cccc(C(=O)OCC(=O)N(C)Cc3ccccc3)c2)cc1
  /	45	/	/	-4%	/	-6%
O=[N+]([O-])c1cccc(-c2nnc(-c3ccc4c(c3)OCO4)o2)c1
  -16%	10	-8%	0%	4%	-11%	2%
CCN(CC(=O)Nc1c(F)cccc1F)C(=O)c1ccc(-c2ccccc2)cc1
  -11%	?	-7%	17%	0%	/	-4%
CCC(=O)N1N=C2CC(C)(C)OCC2C1c1ccccc1 (stereo not drawn)
  -26%	20	-6%	31%[activator]	4%	-1%	-2%
O=C(NC1CCCCCC1)C1Cc2ccccc2CN1C(=O)c1ccco1 (stereo not drawn)
  2%	-27	2%	13%	18%	1%	-2%
O=C(CSc1nnnn1-c1ccccc1)Nc1ncc(Cc2cc(Cl)ccc2Cl)s1
  -22%	39	-13%	-9%	-7%	-3%	2%
COc1cccc(C(=O)Nc2cccc(OCC(=O)O)c2)c1
  -10%	/	0%	9%	3%	35µM*	-19%
O=Cc1c(C(=O)O)n(Cc2ccccc2F)c2ccccc12
  -19%	70	-3%	-1%	0%	-3%	-4%
CC1(C)CC[C@]2(C(=O)O)CC[C@]3(C)C(=CCC4[C@@]5(C)CC[C@H](O)C(C)(C)C5[C@H](O)C[C@]43C)[C@@H]2C1 (stereo partly drawn)
  /	/	/	?	-7%	/	1%
Cn1cc(C[C@H](NC(=O)OC(C)(C)C)C(=O)N[C@@H](CO)Cc2ccccc2)c2ccccc21
  /	-1	/	-14%	-8%	/	-6%
CN1CCN(c2nc(-c3ccccn3)nc3ccccc23)CC1
  13%	-16	1%	-13%	4%	-4%	5%
COC(=O)c1c(NS(=O)(=O)c2ccccc2)csc1C
  -13%	0	?	3%	8%	4%	-2%
COc1ccc(C2c3ccc4ccccc4c3Oc3ncn(CCN4CCOCC4)c(=N)c32)cc1OC (stereo not drawn)
  163%[activator]	38	-13%	?	-17%	2%	1%
O=C(c1cccc(N2C(=O)C3CC=CCC3C2=O)c1)N1CCCc2ccccc21 (stereo not drawn)
  12%	?	0%	0%	1%	-5%	-6%
COc1ccc(OC)c(NC(=O)COC(=O)c2ccc(OC)c(S(=O)(=O)N3CCCC3)c2)c1
  27%	-32	2%	?	2%	/	-2%
O=[N+]([O-])c1cc(C(F)(F)F)ccc1NCC1CCCO1 (stereo not drawn)
  -11%	-10	8%	1%	4%	-3%	-29%
Cc1cc(C)nc(N(C#N)CC(=O)Nc2ccccc2)n1
  -10%	5	1%	2%	1%	4%	-4%
O=C(CSc1nc(-c2ccc(F)cc2)[nH]c1-c1ccccc1)Nc1ccccc1
  /	-21	19%	/	/	/	7%
Cc1ccc(C2=NCCn3nc4cc(C(F)(F)F)ccc4c32)cc1
  71%[activator]	37	-7%	-1%	78%[activator]	/	-2%
CC(=O)N1CCN(C(=S)NCc2ccccc2)CC1
  -13%	8	-3%	-2%	0%	4%	1%
CC(C)CC(=O)[C@@H](O)Cc1ccc(O)cc1
  /	-17	/	/	3%	/	2%
COc1ccc(CCNC(=O)c2cccc(Br)c2)cc1OC
  6%	-26	3%	-19%	-1%	0%	-1%
Cc1ccccc1NC(=O)Nc1cnccn1
  -8%	1	-15%	7%	-4%	1%	-2%
COc1c(Cl)cc(Cl)cc1/C=N/NC(=O)c1nnn(-c2nonc2N)c1CN1CCC(C)CC1
  -32%	-8	-2%	?	-5%	1%	0%
COc1cccc(-n2cc(CN(C)Cc3nc(Cc4cccc(F)c4)no3)cn2)c1
  120%[activator]	11	-1%	-19%	11%	2%	0%
COc1cc2c(cc1OC)CN(S(=O)(=O)c1ccc3c(c1)OCCO3)CC2
  62%[activator]	5	-10%	-20%	-18%	3%	-3%
O=C(Cc1ccsc1)NCC(=O)Nc1ccc(F)c(F)c1
  -5%	6	1%	3%	-2%	-10%	0%
CCOc1ccc(C(=O)NCCc2csc(-c3cccc(F)c3)n2)cc1OCC
  /	-11	4%	/	/	/	0%
O=C(C1CC(=O)N(c2ccccc2)C1)N1CCCCCC1 (stereo not drawn)
  -3%	-29	-1%	12%	-5%	0%	-5%
COc1cccc(-c2csc(N3CCN(CC(=O)Nc4ccc5c(c4)OCO5)CC3)n2)c1
  1%	-33	3%	?	-23%	-3%	-7%
COc1ccc(NC(=O)Nc2cccc(C)n2)cc1
  ?	-19	2%	-3%	-2%	-2%	11%
CSc1ccccc1-n1nnnc1SCC(=O)Nc1ccccc1C
  -40%	-18	1%	11µM*	0%	7%	2%
CCN(CC)c1ccc(/C=C/c2nc3ccccc3s2)cc1
  -9%	/	1%	/	/	-2%	/
Cc1ccc(N(CC(O)CN2CCCC2)S(=O)(=O)c2ccc(C)cc2)cc1 (stereo not drawn)
  56%	-4	-9%	18%	8%	0%	7%
COc1ccc(-n2c(SCC(N)=O)nnc2-c2ccccc2F)cc1
  -2%	-14	-6%	22%	-13%	0%	-6%
CCN(CC)S(=O)(=O)c1ccc(C(O)=C(C#N)c2nc3ccccc3n2C)cc1
  /	6	/	1%	38%[activator]	/	-5%
FC(F)(F)c1nnc2ccc(N3CCCCC3)nn12
  /	34	/	-2%	26%	/	-3%
CCCc1nc(C)cc(N2CCN(c3ccccc3)CC2)n1
  42%	?	-7%	?	6%	5%	2%
O=C(Cn1cnc2ccccc2c1=O)NCc1cccs1
  -13%	-24	?	7%	8%	-2%	1%
Cc1cc(C)c(OC2(c3ccccc3)OC(=O)c3ccccc32)c(C)c1 (stereo not drawn)
  -6%	-40	-2%	-26%	8%	7%	-6%
Oc1ccc(Br)cc1/C=N/n1c(-c2ccccc2)n[nH]c1=S
  -45%	-8	-9%	-8%	142%[activator]	3%	-11%
CCC(C)(C)NC(=O)/C=C/c1cc(OC)c(OC)c(S(=O)(=O)N2CCc3ccccc32)c1
  -4%	?	-7%	5%	10%	2%	-11%
CCOc1cc(-c2noc(CCC(=O)Nc3cccnc3)n2)ccc1OC
  34%	-8	?	-27%	-3%	3%	7%
CN(C(=O)CSc1nc(-c2ccccc2)no1)c1ccc(F)cc1
  /	-24	1%	/	/	/	1%
COc1ccc(N(CC(=O)NCCc2ccc(Cl)cc2)S(=O)(=O)c2c(C)nn(C)c2C)cc1
  /	-14	0%	/	/	/	0%
C[C@@]12C(=O)N(c3cccc(Cl)c3)C(=O)N1[C@H](c1ccc(Cl)cc1)[C@@H]1C(=O)N(C3CCCCC3)C(=O)[C@@H]12
  104%[activator]	-19	-11%	-21%	18%	/	1%
COc1ccc(N2C(=O)CC(Sc3n[nH]c(-c4ccc(C)cc4)n3)C2=O)cc1 (stereo not drawn)
  -28%	-11	-3%	-4%	77%[activator]	5%	-29%
O=C1NC[C@H](Cc2ccccc2)N(CC2CCN(CCc3ccccc3)CC2)C1=O
  /	11	/	-15%	7%	/	-2%
Cc1ccc(NC(=O)CN(C)S(=O)(=O)c2ccc3[nH]c(=O)oc3c2)c(C)c1
  -27%	24	0%	-2%	17%	-6%	5%
COC(=O)c1ccccc1NC(=O)CSc1nnnn1C1CCCCC1
  -19%	-32	2%	-23%	?	6%	3%
CCn1c(=O)c([N+](=O)[O-])c(Cl)c2ccccc21
  -22%	248	1%	?	21%	0%	-11%

Looked up one by one from the entries so far, 4 records:
Every second line gives: AmpC inh no detg	HCMV antiviral	AmpC detergent	HCV inhibitor	AMA1 RON2 block	LmPK inh	Tb PYK inh
COc1ccc(N2C(=O)CC(Sc3n[nH]c(-c4ccc(C)cc4)n3)C2=O)cc1 (stereo not drawn)
  -28%	-11	-3%	-4%	77%[activator]	5%	-29%
CCCn1cnc2c(=O)oc3ccccc3c21
  -34%	23	?	0%	5%	0%	4%
CCN(CC)S(=O)(=O)c1ccc(C(O)=C(C#N)c2nc3ccccc3n2C)cc1
  /	6	/	1%	38%[activator]	/	-5%
CCOc1cc(-c2noc(CCC(=O)Nc3cccnc3)n2)ccc1OC
  34%	-8	?	-27%	-3%	3%	7%

Source: PubChem (National Center for Advancing Translational Sciences (NCATS))
